EPAC1 antag: qHTS for Antagonist of cAMP-regulated guanine nucleotide exchange factor 3 (EPAC1): primary screen | Rap guanine nucleotide exchange factor 3 (Homo sapiens), O95398 | EPAC1 GEF assay, Rap1b-BODIPY-GDP exchange fluorescence | Potency, µM (doses to about 115 µM), without a hit: at the highest dose activity change, negative = inhibition, hits mostly inhibitors | actives 0.14% (n = 360,000) | AID 720709, 2013;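 further: potency means the concentration at half of the fitted maximal effect; plate controls were vehicle for no effect and positive control for full effect; nearly all actives have a fitted effect of over 50% in size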
FUS yeast rescue: qHTS for Suppressors of FUS Proteinopathy: Primary screen using FUS-linked yeast assay | S. cerevisiae FUS-expressing, growth rescue, OD600, 24 h | Potency, µM (doses to about 76.6 µM), inactives show at the top dose growth rescue (activation), actives largely listed as activators | actives 0.24% (n = 390,000);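 further: potency means the concentration at half of the fitted maximal effect; plate controls were DMSO vehicle for no effect and reference control for full effect; nearly all actives have a fitted effect of over 55% in size; some results filed as inactive show a strong effect at the top dose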
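S. cerevisiae expressing FUS from galactose induction served as the toxicity model. Growth after 24hr at 30C, read as absorbance at 600 nm, indicates suppression of toxicity; compounds dosed at several concentrations.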
EPAC1 agonist: qHTS for Agonist of cAMP-regulated guanine nucleotide exchange factor 3 (EPAC1): primary screen; Rap guanine nucleotide exchange factor 3 (Homo sapiens), O95398; EPAC1 agonist qHTS, biochemical assay; response scale: 100% = response to 6.5 mM cAMP; Potency, µM (series often up to 154 µM), for inactives: top-dose activation, usual class: activators; actives 0.073% (n = 360,000); further: potency means the concentration at half of the fitted maximal effect; nearly all actives have a fitted effect of over 60% in size
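EPAC1 100 nM, Rap1B–BODIPY-GDP 250 nM, unlabeled GDP 50 uM; compound titration; 5 min RT; kinetic read ex480/em540 at 5-min intervals ×30 min; data normalized to 6.5 mM cAMP agonist control.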
PI5P4K alpha inh: qHTS for Inhibitors of phosphatidylinositol 5-phosphate 4-kinase (PI5P4K). PI5P4Kalpha enzyme, ADP-Glo luminescence, 60 min; stronger effect = lower value. actives 1.2% (n = 330,000). max response, %. AID 652105, 2013. Phosphatidylinositol 5-phosphate 4-kinase type-2 alpha (Homo sapiens), P48426; active means max response of -50% or lower; inconclusive means between -30% and -50%; inactive means -30% or higher; further: value at the top dose of about 77 µM; on the % scale 0 is the no-effect control and ±100 the full control effect
Target sequence (P48426 whole entry, looked up): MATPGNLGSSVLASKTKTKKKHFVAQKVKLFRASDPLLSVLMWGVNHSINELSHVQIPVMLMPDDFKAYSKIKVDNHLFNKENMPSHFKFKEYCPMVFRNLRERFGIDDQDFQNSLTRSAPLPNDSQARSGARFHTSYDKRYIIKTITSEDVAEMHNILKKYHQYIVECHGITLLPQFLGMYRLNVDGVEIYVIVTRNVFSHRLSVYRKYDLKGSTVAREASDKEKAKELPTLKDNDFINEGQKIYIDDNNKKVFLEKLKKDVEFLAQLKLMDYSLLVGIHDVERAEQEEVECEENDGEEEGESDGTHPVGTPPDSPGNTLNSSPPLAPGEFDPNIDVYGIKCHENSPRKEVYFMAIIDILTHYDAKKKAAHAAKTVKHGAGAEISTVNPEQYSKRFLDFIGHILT
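qHTS, 1536-well: enzyme/substrate mix, compound by pin tool, 5 microM ATP final; RT 60 min; ADP-Glo reagents 1 (45 min) then 2 (30 min); luminescence.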
aSyn rescue: qHTS of alpha-syn Inhibitors. Potency, µM (highest dose often 46.1 µM), without a hit: at the top dose growth rescue (activation), actives largely listed as activators. actives 0.14% (n = 370,000). AID 652106, 2013. Yeast expressing alpha-synuclein, growth rescue, BacTiter-Glo, 24 h; further: potency means the concentration at half of the fitted maximal effect; % of control where 0% means no effect; nearly all actives have a fitted effect of over 65% in size
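Rescue of yeast growth: cells expressing toxic alpha-synuclein, induced in galactose at OD600 0.02, incubated with compound 24 h at 30 C. ATP luminescence quantified growth; inhibitors of toxicity appear as activators.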
WRN inhibitor: qHTS for Inhibitors of WRN Helicase; WRN helicase unwinding, fluorescent forked duplex, kinetic; Bifunctional 3'-5' exonuclease/ATP-dependent helicase WRN (Homo sapiens), Q14191; actives 0.46% (n = 360,000); Potency, µM (top dose mostly 114 µM), for the others: at the top dose activity change, negative = inhibition, usual class: inhibitors; further: potency means the concentration at half of the fitted maximal effect; on the % scale 0 is the no-effect control and ±100 the full control effect; nearly all actives have a fitted effect of over 55% in size
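Enzyme (20 nM final) and test compound sit together 15 min at room temperature before substrate addition. Substrate is a single-forked duplex oligonucleotide (100 nM) labelled with fluorophore and quencher, with 2 mM ATP; helicase unwinding raises red fluorescence, read kinetically.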
Abeta yeast res: qHTS for compounds that reverse cellular toxicity of Amyloid beta (A-beta) peptide in yeast: Primary Screen. yeast expressing A-beta42, growth rescue, OD600, 48 h; response scale: 0% DMSO, 100% iron-clioquinol control. AID 1347071, 2019. actives 0.063% (n = 410,000). Potency, µM (titrated, usually from 46.1 µM), for the others: at the top dose growth rescue, most hits filed as activators; further: potency means the concentration at half of the fitted maximal effect; nearly all actives have a fitted effect of over 55% in size
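Yeast growth medium received pinned compounds, then yeast cells expressing toxic A-beta were added; plates incubated at 30 C for 48 hr. Growth read as absorbance at 600 nm, normalized to DMSO and equimolar FeCl3 plus clioquinol controls.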
IL-2 act: qHTS of IL-2 Activators. IL-2 activation reporter assay, cell-based qHTS; stimulated with anti-CD3/CD4/CD28 beads; in transgenic mouse T cells. activation, % (series mostly up to about 46 µM). actives 0.065% (n = 360,000); in the data active means activation above about 50%; inconclusive means mostly about 30% to 49%; further: 0% is about no effect
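Using fluorescent plate cytometry, EGFP and DsRed are detected in transgenic mouse T cells stimulated 18 h at 37 degrees C with antibody-coated beads after 60 min compound pretreatment.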
PLK1 PBD block: qHTS for Inhibitors of PLK1-PDB (polo-like kinase 1 - polo-box domain): Primary Screen | Serine/threonine-protein kinase PLK1 (Homo sapiens), P53350 | Plk1 PBD binding of FITC phosphopeptide, fluorescence polarization | Potency, µM, for inactives: max response, negative = inhibition, usual class: inhibitors | actives 2.8% (n = 360,000) | AID 720504, 2013; further: potency means the concentration at half of the fitted maximal effect; series mostly up to about 57 µM; on the % scale 0 is the no-effect control and ±100 the full control effect; nearly all actives have a fitted effect of over 65% in size
Target sequence (P53350 whole entry, looked up, the tested form may be a part): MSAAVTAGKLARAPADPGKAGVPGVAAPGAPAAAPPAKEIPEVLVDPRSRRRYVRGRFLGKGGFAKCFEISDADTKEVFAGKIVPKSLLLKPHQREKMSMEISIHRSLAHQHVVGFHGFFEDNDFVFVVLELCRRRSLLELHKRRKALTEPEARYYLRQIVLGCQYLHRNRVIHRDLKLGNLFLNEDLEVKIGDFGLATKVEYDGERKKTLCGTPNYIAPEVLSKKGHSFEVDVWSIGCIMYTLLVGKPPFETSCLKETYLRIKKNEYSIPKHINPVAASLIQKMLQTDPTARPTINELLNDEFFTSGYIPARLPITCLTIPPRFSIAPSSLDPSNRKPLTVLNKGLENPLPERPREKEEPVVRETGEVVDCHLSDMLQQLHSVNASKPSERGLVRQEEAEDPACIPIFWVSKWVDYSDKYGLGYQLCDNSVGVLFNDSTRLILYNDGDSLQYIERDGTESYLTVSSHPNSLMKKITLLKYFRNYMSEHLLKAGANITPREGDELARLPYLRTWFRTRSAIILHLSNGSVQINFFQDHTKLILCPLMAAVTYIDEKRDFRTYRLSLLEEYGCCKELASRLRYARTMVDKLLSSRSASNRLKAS
Starred values were filed as active, the others as inactive; ? = inconclusive; nt = no result given; [ ] = dose if it differs, or a comment. Unless noted, the call rests on the fitted dose curve; in most records, active means well fitted curve in the direction sought with a large enough effect; inconclusive means small, poorly fitted or top-dose-only effect, or another doubt; inactive means no such curve, though single readings can be large; an effect the other way counts as inactive or inconclusive. This is a subset; count on the stated rates, not on these rows.

Preview (two entries):
SMILES	EPAC1 antag	FUS yeast rescue	EPAC1 agonist	PI5P4K alpha inh	aSyn rescue	WRN inhibitor	Abeta yeast res	IL-2 act	PLK1 PBD block
CCCCCSc1cc(O)c(C(CNC)C(C)C)cc1OC (configuration not stated)	7.1%	7.8%	-2.4%	6.2	5.0%	-1.2%	-4.4%	-2.1	-5.7%
CN1C(=O)C(=Cc2cn(CC(=O)N3CCCCC3)c3ccccc23)C(=O)N(C)C1=O	-12.3%	16.4%	6.9%	-4.3	3.3%	4.6%	7.2%	0.8	13.4µM*

This part in full, from the start:
SMILES	EPAC1 antag	FUS yeast rescue	EPAC1 agonist	PI5P4K alpha inh	aSyn rescue	WRN inhibitor	Abeta yeast res	IL-2 act	PLK1 PBD block
CCCCCSc1cc(O)c(C(CNC)C(C)C)cc1OC (configuration not stated)	7.1%	7.8%	-2.4%	6.2	5.0%	-1.2%	-4.4%	-2.1	-5.7%
CN1C(=O)C(=Cc2cn(CC(=O)N3CCCCC3)c3ccccc23)C(=O)N(C)C1=O	-12.3%	16.4%	6.9%	-4.3	3.3%	4.6%	7.2%	0.8	13.4µM*
COc1ccc(N2C(=O)NC(=O)/C(=C\c3ccccc3[N+](=O)[O-])C2=O)cc1	-7.1%	14.4%	-3.1%	-8.1	-9.2%	?	-21.4%	2.4	11.9µM*
O=C1NC(=O)C2(CCN(S(=O)(=O)c3ccccc3)CC2)C(=O)N1	-27.4%	1.6%	4.7%	-2.3	-4.4%	-8.7%	-6.2%	-0.9	-8.2%
Cc1nc2ccccc2c(=O)n1-c1ccc(Cl)cc1[N+](=O)[O-]	-4.4%	-31.5%	-4.5%	1.6	14.1%	3.7%	2.1%	2.4	2.3%
O=S(=O)(c1ccccc1)C1CN1c1c(F)c(F)c(F)c(F)c1F (configuration not stated)	13.6%	-22.5%	-10.5%	-1.0	-2.1%	9.3%	-15.5%	1.4	-6.2%
CC(=NCCN1CCCCC1)c1c(O)n(Cc2ccccc2)c(=O)[nH]c1=O	8.5%	18.6%	-1.9%	nt	8.4%	3.6%	8.2%	-1.0	-19.7%
C/C(=N\N1CCCCCC1)c1c(O)n(-c2ccc(C)cc2)c(=O)[nH]c1=O	8.5%	8.1%	0.9%	-0.9	-7.1%	-5.6%	-10.7%	-0.3	-7.9%
Cc1ncoc1C(=O)NCC1=C(c2ccc(S(C)(=O)=O)cc2)C[C@@H]2CC[C@H]1N2Cc1ccco1	6.6%	-20.7%	18.7%	-2.5	0.2%	-7.7%	-13.7%	-2.1	-4.4%
COC(=O)C1=C(c2ccc(OC(F)(F)F)cc2)C[C@@H]2CC[C@H]1N2C(=O)NC1CCCCC1	-15.5%	41.9%	-17.7%	10.3	-10.4%	-3.7%	-41.2%[inhibitor]	-0.4	-6.8%
CC[C@H]1OC(=O)C[C@@H](O)[C@H](C)[C@@H](O[C@@H]2O[C@H](C)[C@@H](O[C@H]3C[C@@](C)(O)[C@@H](O)[C@H](C)O3)[C@H](N(C)C)[C@H]2O)[C@@H](CC=O)C[C@@H](C)C(=O)/C=C/C(C)=C/[C@@H]1CO[C@@H]1O[C@H](C)[C@@H](O)[C@@H](OC)[C@H]1OC	1.3%	-5.1%	-24.2%	4.4	-10.4%	9.7%	-18.1%	-0.6	-12.3%
FC(F)(F)c1ccccc1NC1=NCCCS1	-11.7%	3.2%	3.5%	0.1	1.9%	-14.6%	1.2%	-2.1	-1.1%
CC1CCN(C(=O)CCl)CC1	-22.9%	-35.6%	7.7%	-3.3	-8.4%	1.1%	-0.4%	-0.4	-11.7%
CC(=NCCCN1CCOCC1)c1c(O)[nH]c(=O)[nH]c1=O	-6.7%	19.2%	-0.3%	2.2	-14.7%	11.8%	-2.6%	-1.7	-2.2%
O=C(Nc1ccc(Cl)c(Cl)c1)O/N=C/c1ccncc1	6.8%	-9.2%	4.2%	1.0	-39.7%[inhibitor]	-4.6%	-14.3%	1.5	?
C(CCc1nn[nH]n1)CCc1nn[nH]n1	6.5%	-27.6%	6.8%	-12.9	1.7%	0.5%	4.9%	-1.8	-5.3%
COC(=O)C1=C(N)Oc2cc(C)oc(=O)c2C12C(=O)Nc1ccccc12 (configuration not stated)	7.3%	9.7%	-10.4%	-26.4	-4.7%	2.3%	-16.9%	-0.8	23.8µM*
CC=C(CC)C1(CC)C(=O)NC(=S)NC1=O	2.2%	nt	9.2%	21.1	4.8%	4.1%	-4.3%	-1.3	1.9%
COC(=O)C1=C(c2ccccc2OCc2ccccc2)C[C@@H]2CC[C@H]1N2C(=O)NCc1ccc(OC)c(OC)c1	-13.7%	?	-16.0%	-4.0	-9.4%	-10.8%	13.8%	-2.7	0.1%
COc1ccc2ccc(O)c(CN3CC=C(c4ccccc4)CC3)c2c1	-7.0%	-14.8%	7.5%	-1.1	-0.5%	1.2%	-14.3%	-0.2	-10.9%
Cc1[nH]n(-c2ccccc2)c(=O)c1C(c1ccc([N+](=O)[O-])cc1)c1c(C)[nH]n(-c2ccccc2)c1=O	2.8%	23.8%	-2.5%	-14.0	-13.7%	-16.4%[11.6 µM]	2.4%	19.7	7.52µM*
CC(=O)O[C@]1(C)C(=O)OC/C2=C/CN(C)CCC(OC(=O)[C@@](O)(C(C)O)C[C@H]1C)C2=O (some centres not stated)	-10.0%	0.9%	-2.7%	3.3	-9.5%	4.5%	-5.1%	1.2	-5.6%
CC(C)OP(=O)(Oc1ccc(C(O)C(Cl)(Cl)Cl)cc1)OC(C)C (configuration not stated)	1.9%	15.2%	-14.3%	2.7	?	-4.6%	18.9%	0.9	0.8%
COc1ccccc1-n1c(O)c(/C=N/NC(=S)Nc2ccccc2)c(=O)[nH]c1=S	-29.1%	27.4%	-7.7%	-60.5*	-5.6%	0.0%	11.2%	0.1	-23.4%
O=C(N/N=C/c1c(O)n(Cc2ccc(F)cc2)c(=S)[nH]c1=O)c1ccncc1	-25.4%	39.4%	6.2%	?	-4.9%	-10.7%	-5.5%	1.1	-22.9%
O=C(NC(=O)N1CCC2(CC1)OCCO2)c1ccc(Cl)cc1	-3.7%	-11.3%	7.3%	3.3	1.1%	4.9%	0.0%	1.7	-6.4%
CCC1=CCN(CCc2c(C)[nH]c3ccccc23)CC1	-1.6%	12.5%	7.2%	-2.9	-1.2%	-3.1%	-6.0%	-0.9	-4.5%
Oc1c(Cl)cccc1Cc1cc(Cl)cc(Cl)c1O	79.4µM*	-1.5%	0.3%	-4.2	-59.8%[inhibitor]	-34.8%	-93.5%[inhibitor]	-0.2	26.7µM*
CCN(CC)CCCN=Cc1c(O)n(Cc2ccc(F)cc2)c(=O)[nH]c1=O	8.9%	-12.6%	0.2%	-9.5	-0.7%	8.0%	20.9%	-0.6	-5.5%
C=CCOc1ccc(CC2C(=O)N(C)C(=O)N(C)C2=O)cc1	8.7%	-12.6%	-1.9%	?	-5.4%	-6.6%[11.6 µM]	-6.9%	-0.9	?
COc1ccc(-n2c(O)c(C=NCCN3CCN(C(C)=O)CC3)c(=O)[nH]c2=S)cc1	1.5%	19.3%	-3.4%	1.6	0.5%	2.9%	-15.3%	-0.3	0.8%
COc1ccc(C2=NCC(=S)Nc3ccc(Cl)cc32)cc1Cl	17.0%	-8.2%	-5.0%	-7.0	-5.0%	11.0%	-10.0%	-1.4	-4.1%
C[n+]1ccc(-c2ccncc2)cc1	16.5%	30.2%	-3.3%	nt	-12.0%	-4.7%	1.6%	1.5	2.0%
CC(C)(C)OC(=O)NNC(=S)NC1CCCCC1	?	5.4%	7.7%	1.2	0.7%	-0.3%	-0.6%	1.7	-12.6%
CCOP(=S)(OCC)Oc1cc(C)nc(C(C)C)n1	-4.8%	-34.1%	12.1%	-1.2	1.2%	-1.5%	-3.2%	0.5	-19.4%
Fc1ccc(CNCCc2ccccc2)cc1	6.0%	-29.6%	11.4%	-1.4	-5.1%	7.0%	-6.2%	-1.0	-10.9%
C=CC(=O)OCCO	-7.8%	-1.2%	-11.6%	-2.5	2.5%	10.9%	-10.9%	-0.3	-7.9%
O=Cc1cn(Cc2c(F)cccc2Cl)c2ccccc12	0.8%	1.2%	5.4%	5.9	6.0%	-8.7%	16.0%	-0.4	-1.1%
COP(=S)(OC)c1c(C)nn(CCC#N)c1NC(=O)c1ccc(Cl)cc1	7.2%	-19.6%	4.4%	-2.6	-0.9%	4.4%[57.1 µM]	-3.5%	0.8	-5.9%
CCCN1C2CCCC1CC(NC(C)=O)C2 (configuration not stated)	4.7%	-11.2%	-3.7%	1.5	-1.7%	-1.5%	5.9%	-1.9	-2.1%
ClCCN(CCCl)c1ccc(C2=NCCc3ccccc32)cc1	-8.1%	11.5%	1.2%	-0.3	5.9%	-5.1%	-21.6%	-0.9	6.0%
